TAAR1 ag – agonists of human TAAR1. AID 624467. 360,000 compounds, 0.99% hits. CHO RD-HGA16 TAAR1, Fluo-8 calcium fluorescence; vehicle wells 0%, saturating PEA agonist 100%. activation, % at 3 µM. Q96RJ0;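 active = activation above the mean activation of all test compounds in the run plus 3 SD, cut at about 38% in these data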
Target sequence (Q96RJ0 whole entry, looked up): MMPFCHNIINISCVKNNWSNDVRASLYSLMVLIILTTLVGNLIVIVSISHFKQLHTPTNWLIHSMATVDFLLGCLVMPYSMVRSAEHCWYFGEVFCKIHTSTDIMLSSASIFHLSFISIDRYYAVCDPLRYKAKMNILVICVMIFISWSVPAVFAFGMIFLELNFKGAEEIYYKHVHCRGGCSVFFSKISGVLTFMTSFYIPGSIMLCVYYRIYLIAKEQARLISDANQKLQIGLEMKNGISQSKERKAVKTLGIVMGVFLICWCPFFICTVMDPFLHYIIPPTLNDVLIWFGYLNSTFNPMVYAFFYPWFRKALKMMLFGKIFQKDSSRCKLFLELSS
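System: CHO-derived RD-HGA16 cells with stable Gα16 and human TAAR1. Times: 17-24 h plating, Fluo-8 75 min 37 °C, 30 min RT. Measured by: calcium-sensitive Fluo-8 signal, excitation 470-495, emission 515-575 nm. Read-out basis: % activation relative to PEA EC100 response. Control set: DMSO and PEA EC100. Repeats: no replicates (n 1).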
M1 ag parental – nonselective activator or artifact in parental CHO-K1 cells; Fluo-8 calcium fluorescence; scaled to maximal ATP response, vehicle zero; activation, % at 3 µM; 360,000 compounds, 0.48% hits; AID 602248; in the data active = activation above about 15%;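 also: untransfected CHO-K1 host cells lacking M1 receptor as counterscreen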
TAAR1 antag – antagonists of human TAAR1. CHO RD-HGA16 TAAR1, Fluo-8 calcium fluorescence, antagonist. inhibition, % at 3 µM. 360,000 compounds, 1.5% hits. AID 624466;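 active = inhibition above a per-plate cutoff, the mean inhibition of test compounds on that plate plus 3 SD, cut at about 49% in these data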;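 also: 0% = DMSO plus EC80 beta-PEA response and 100% = DMSO alone without agonist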
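Assay system: RD-HGA16 CHO cells with stable hTAAR1 and Gα16 / Reagent: EC80 β-phenethylamine stimulus / Doses: 3 µM, single point / Timing: dye loading 75 min at 37 °C, then 30 min room temperature / Measured by: Fluo-8 intracellular calcium dye fluorescence, real-time kinetic reads / Controls: vehicle wells and EC80 agonist wells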
CHRM1 agonist – agonists of human M1 muscarinic receptor; activation, % at 3 µM; P11229; CHO-K1 hM1, Fluo-8 calcium fluorescence, agonist mode; 0% DMSO, 100% acetylcholine EC100; 360,000 compounds, 0.33% hits;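 active = activation above the run's mean compound activation plus 3 SD, cut at about 16% in these data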;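 also: peak over basal fluorescence ratio within a 140 s kinetic read after compound addition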
Target sequence (P11229 whole entry, looked up): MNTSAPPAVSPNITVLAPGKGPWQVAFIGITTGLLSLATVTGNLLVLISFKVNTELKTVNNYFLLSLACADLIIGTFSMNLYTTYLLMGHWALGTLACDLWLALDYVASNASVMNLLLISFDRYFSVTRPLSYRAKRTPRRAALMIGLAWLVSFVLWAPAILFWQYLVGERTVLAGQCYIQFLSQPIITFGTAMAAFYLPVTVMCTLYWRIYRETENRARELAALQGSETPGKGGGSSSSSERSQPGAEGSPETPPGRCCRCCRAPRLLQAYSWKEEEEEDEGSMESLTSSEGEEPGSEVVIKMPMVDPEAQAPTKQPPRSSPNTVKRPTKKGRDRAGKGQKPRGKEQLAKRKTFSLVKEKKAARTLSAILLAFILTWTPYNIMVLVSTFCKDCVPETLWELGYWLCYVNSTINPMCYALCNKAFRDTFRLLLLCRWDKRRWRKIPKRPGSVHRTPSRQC
OXTR potentiator – potentiators of human oxytocin receptor; P30559; AID 2445; activation, % at 3 µM; CHO-OTR cells, Fluo-8 calcium fluorescence, potentiator mode; 0% = oxytocin EC15, 100% = EC100; 320,000 compounds, 0.061% hits;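 active = activation above that plate's cutoff, the mean activation of tested compounds plus 3 SD, cut at about 6.6% in these data, passing the limit was not always enough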;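 also: 100% uses oxytocin at 75 nM as the full agonist control; some results filed as inactive read as strong as hits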
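Material: CHO-OTR cells, human receptor; compound dosing: single dose, 3.0 µM nominal final compound concentration; schedule: 6 min compound pre-incubation at room temperature, 100 s kinetic read; measured by: kinetic Fluo-8 calcium fluorescence; read-out basis: % activation vs EC15 and EC100 oxytocin; controls: EC15 oxytocin alone as 0%, 75 nM oxytocin as 100%; replicates: singlicate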
CHO parental Ca – counter-screen: ATP calcium response change in parental CHO cells. parental CHO-K1, ATP-induced calcium, Fluo-8 fluorescence. inhibition, % at 5.6 µM. 330,000 compounds, 0.63% hits;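 active = inhibition above that plate's mean sample inhibition plus 3 SD, cut at about 26% in these data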;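 also: 0% = ATP-challenged DMSO wells and 100% = DMSO wells without ATP; some compounds past the cut are filed as inactive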
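Material: parental CHO cells / Compound: single nominal dose of 5.6 µM per compound / Signal: Fluo-8 fluorescence / Replicates: singlicate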
M1 PAM parental – nonselective activator or artifact in parental CHO-K1 calcium assay; ATP EC20, Fluo-8 calcium fluorescence; 0% at ATP EC20, 100% at ATP max; activation, % at 3 µM; 360,000 compounds, 0.02% hits;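 active = activation above the run cutoff, the mean activation of all test compounds plus 3 SD, cut at about 40% in these data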;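 also: peak over basal fluorescence ratio in a 140 s read after ATP addition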
V1aR counter – activates human V1a receptor in oxytocin agonist counter-screen. CHO-V1R cells, Fluo-8 calcium fluorescence, agonist mode; 0% DMSO, 100% 3 nM vasopressin. AID 2797. 320,000 compounds, 0.25% hits. P37288. activation, % at 3 µM;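 active = activation above the mean activation of all tested compounds plus 3 SD, per screening run, cut at about 20% in these data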;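 also: signal is peak over basal fluorescence ratio across a 100 second FLIPR read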
CHO-K1 Ca antag – counter-screen for M1 antagonists: effect in parental CHO-K1 cells | ATP-induced calcium, Fluo-8 fluorescence | inhibition, % at 3 µM | 360,000 compounds, 0.6% hits | AID 602250;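 active = inhibition above a per-plate cutoff, the plate's mean sample inhibition plus 3 SD, cut at about 24% in these data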;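 also: 0% = DMSO plus EC80 ATP and 100% = DMSO alone without ATP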
* = called active by the depositor. Rows are unselected; about 3.3% have a hit in one of these screens.

For COC(=O)c1cc(COC(=O)CNC(=O)c2cccc(C)c2)oc1C the results were TAAR1 ag 7, M1 ag parental 3.8, TAAR1 antag -16, CHRM1 agonist -2, OXTR potentiator -6, CHO parental Ca -12, M1 PAM parental 7, V1aR counter 1.0 and CHO-K1 Ca antag 4.
Screening Cc1cc(-c2nn(-c3ccccc3F)cc2CNCCc2cnccn2)c(C)s1 returned TAAR1 ag 9, M1 ag parental 2.5, TAAR1 antag -18, CHRM1 agonist -8, OXTR potentiator -3, CHO parental Ca -16, M1 PAM parental -6, V1aR counter 2.4 and CHO-K1 Ca antag -7.
Screening CCc1cc(N2CCOCC2)cc2c1[nH]c1ccccc12 returned TAAR1 ag 8, M1 ag parental 1.2, TAAR1 antag -1, CHRM1 agonist -6, OXTR potentiator -1, CHO parental Ca -14, M1 PAM parental 21, V1aR counter -0.7 and CHO-K1 Ca antag -6.
Screening Cc1ccc(N(C(=O)CS(=O)CC(=O)Nc2ccc(F)cc2)C(C(=O)NC2CCCCC2)c2ccco2)cc1 (stereo unspecified) returned TAAR1 ag 3, M1 ag parental -0.2, TAAR1 antag -24, CHRM1 agonist -4, OXTR potentiator -3, CHO parental Ca -8, M1 PAM parental 14, V1aR counter 0.6 and CHO-K1 Ca antag -4.
`CCC(=O)NC1(C(F)(F)F)C(=O)Nc2c1c(=O)n(C)c(=O)n2C` (stereo unspecified) gave TAAR1 ag 6, M1 ag parental 0.3, TAAR1 antag 12, CHRM1 agonist -5, OXTR potentiator 2, CHO parental Ca 4, M1 PAM parental 0, V1aR counter -0.6 and CHO-K1 Ca antag 1.
Screening Clc1ccc2c(c1)c1cc(Cl)ccc1n2CN1CCOCC1 returned TAAR1 ag 7, M1 ag parental 0.4, TAAR1 antag -20, CHRM1 agonist -2, OXTR potentiator -8, CHO parental Ca -2, M1 PAM parental 13, V1aR counter -0.4 and CHO-K1 Ca antag -3.
Cc1cc(C(F)F)n2ncc(C(=O)NCCc3ccc(Cl)cc3)c2n1 was read as TAAR1 ag 10, M1 ag parental 2.4, TAAR1 antag 2, CHRM1 agonist -4, OXTR potentiator -5, CHO parental Ca -37, M1 PAM parental 27, V1aR counter -0.5 and CHO-K1 Ca antag -9.
Cc1cccc(Sc2c([N+](=O)[O-])ncn2C)c1 was read as TAAR1 ag 11, M1 ag parental 0.6, TAAR1 antag -9, CHRM1 agonist -5, OXTR potentiator -1, CHO parental Ca -11, M1 PAM parental 8, V1aR counter -1.0 and CHO-K1 Ca antag -1.
Screening C=CCC[C@H](Cc1ccc(F)cc1)C(=O)OC[C@@H](C)NC(=O)[C@H](CC=C)CC(=O)N(CCO)Cc1ccccc1 returned TAAR1 ag 2, M1 ag parental 3.1, TAAR1 antag 34, CHRM1 agonist -5, OXTR potentiator -10, CHO parental Ca -31, M1 PAM parental 17, V1aR counter 0.3 and CHO-K1 Ca antag -9.
`COc1ccccc1-c1cnc(C(O)c2cc(C)ccc2C)[nH]1` (stereo unspecified) gave TAAR1 ag 4, M1 ag parental 2.5, TAAR1 antag -4, CHRM1 agonist 0, M1 PAM parental 12 and CHO-K1 Ca antag -12.
Screening COc1ccc(OC)c(-c2nc3ccccc3nc2-c2ccccc2)c1 returned TAAR1 ag 14, M1 ag parental 0.6, TAAR1 antag -51, CHRM1 agonist -5, OXTR potentiator -2, CHO parental Ca -28, M1 PAM parental 20, V1aR counter -1.0 and CHO-K1 Ca antag -6.
`CCOc1ccc2nc(N/C(N)=N/C(=S)Nc3cccc(OC)c3)nc(C)c2c1` gave TAAR1 ag 5, M1 ag parental -0.4, TAAR1 antag 37, CHRM1 agonist -3, OXTR potentiator -12, CHO parental Ca -5, M1 PAM parental -22, V1aR counter 0.6 and CHO-K1 Ca antag 7.
N#C/C(=N\Nc1cccc(Cl)c1)C(=O)c1ccccc1 was read as TAAR1 ag 4, M1 ag parental 5.4, TAAR1 antag 1, CHRM1 agonist 5, OXTR potentiator -16, CHO parental Ca 7, M1 PAM parental -3, V1aR counter 9.7 and CHO-K1 Ca antag 29*.
Screening COc1ccc(CNC(=O)C[C@H]2C[C@H](C(=O)N3CCCCC3)[C@@]3(C)c4[nH]c5ccc(Cl)cc5c4CCN3C2=O)cc1OC returned TAAR1 ag 5, M1 ag parental 1.9, TAAR1 antag -36, CHRM1 agonist -5, CHO parental Ca -35, M1 PAM parental 11 and CHO-K1 Ca antag -14.
Screening Cc1ccc(C)c(NS(=O)(=O)c2ccc3[nH]c(=O)oc3c2)c1 returned TAAR1 ag 5, M1 ag parental 0.9, TAAR1 antag 3, CHRM1 agonist -6, OXTR potentiator -6, CHO parental Ca -6, M1 PAM parental 10, V1aR counter 4.8 and CHO-K1 Ca antag -10.
COc1ccccc1CN1CC(C(=O)NCCc2ncccc2C)CCC1=O (stereo unspecified) was read as TAAR1 ag -1, M1 ag parental -0.3, TAAR1 antag -14, CHRM1 agonist -1, M1 PAM parental -10 and CHO-K1 Ca antag 8.
CCOC(=O)c1sc2nc(CSc3ccccc3)[nH]c(=O)c2c1C was read as TAAR1 ag 0, M1 ag parental 0.3, TAAR1 antag -24, CHRM1 agonist -5, OXTR potentiator -8, CHO parental Ca -10, M1 PAM parental -2, V1aR counter 0.2 and CHO-K1 Ca antag -3.
Screening CCOC(=O)N1CCN(c2nc(-c3cccs3)cc(C(F)(F)F)n2)CC1 returned TAAR1 ag 13, M1 ag parental 0.3, TAAR1 antag -13, CHRM1 agonist 2, OXTR potentiator -14, CHO parental Ca 1, M1 PAM parental 9, V1aR counter 0.3 and CHO-K1 Ca antag -4.
For O=C(NC1CC1)C1=C[C@H](C2CC2)C[C@H](OCCCCO)O1 the results were TAAR1 ag 11, M1 ag parental 0.3, TAAR1 antag 3, CHRM1 agonist -2, OXTR potentiator -1, CHO parental Ca -3, M1 PAM parental 2, V1aR counter 0.7 and CHO-K1 Ca antag -6.
For COCCNC(=O)c1ccc(N(C)S(=O)(=O)c2ccc(OC)c(OC)c2)cc1 the results were TAAR1 ag 9, M1 ag parental 0.3, TAAR1 antag -8, CHRM1 agonist -3, OXTR potentiator -7, CHO parental Ca -5, M1 PAM parental 12, V1aR counter 0.1 and CHO-K1 Ca antag -5.
For Cc1nc([N+](=O)[O-])c(N2CCN(Cc3ccccc3)CC2)n1Cc1ccccc1 the results were TAAR1 ag 14, M1 ag parental 0.1, TAAR1 antag 1, CHRM1 agonist -6, OXTR potentiator -4, CHO parental Ca -3, M1 PAM parental 13, V1aR counter -1.2 and CHO-K1 Ca antag -2.
Screening CCc1c(C)sc(NC(=O)C2CC2c2ccccc2)c1C(N)=O (stereo unspecified) returned TAAR1 ag 13, M1 ag parental 0.1, TAAR1 antag -6, CHRM1 agonist -6, OXTR potentiator -5, CHO parental Ca -22, M1 PAM parental 15, V1aR counter -1.4 and CHO-K1 Ca antag -22.
COc1cc(C(F)(F)F)ccc1C(=O)NCCc1ccco1 was read as TAAR1 ag -2, M1 ag parental -0.3, TAAR1 antag -20, CHRM1 agonist -5, OXTR potentiator -12, CHO parental Ca -14, M1 PAM parental -3, V1aR counter -1.3 and CHO-K1 Ca antag -9.
O=C(COC(=O)c1cccc(O)c1)Nc1ccc(S(=O)(=O)N2CCOCC2)cc1 was read as TAAR1 ag 5, M1 ag parental 0.3, TAAR1 antag 10, CHRM1 agonist -5, OXTR potentiator -2, CHO parental Ca -8, M1 PAM parental -1, V1aR counter 1.3 and CHO-K1 Ca antag 11.
CCCCCOc1ccc(C2C(C(C)=O)=C(C)Nc3ncnn32)cc1OC (stereo unspecified) was read as TAAR1 ag -1, M1 ag parental 0.3, TAAR1 antag 9, CHRM1 agonist -4, OXTR potentiator -15, CHO parental Ca -25, M1 PAM parental 1, V1aR counter 0.5 and CHO-K1 Ca antag -3.
For COc1ccc(C(CC(=O)c2ccc3c(c2)OCO3)C(=O)O)cc1OC (stereo unspecified) the results were TAAR1 ag 2, M1 ag parental -0.3, TAAR1 antag -8, CHRM1 agonist -2, M1 PAM parental -3 and CHO-K1 Ca antag 9.
CCCCN(C(=O)c1ccc2c(c1)OCO2)c1ccccc1 was read as TAAR1 ag 10, M1 ag parental 1.8, TAAR1 antag 6, CHRM1 agonist -8, OXTR potentiator -2, CHO parental Ca -15, M1 PAM parental 12, V1aR counter -1.1 and CHO-K1 Ca antag 2.
`Cc1ccc(/C(O)=C2/C(=O)C(=O)N(c3ccccn3)C2c2ccc([N+](=O)[O-])cc2)cc1` (stereo unspecified) gave TAAR1 ag -1, M1 ag parental 0.2, TAAR1 antag 0, CHRM1 agonist -3, OXTR potentiator -1, CHO parental Ca -13, M1 PAM parental 15, V1aR counter 0.5 and CHO-K1 Ca antag -13.
For N#C/C(=C/c1ccc(N2CCCCC2)o1)C(=O)Nc1ccc(Cl)cc1 the results were TAAR1 ag 312*, M1 ag parental 79*, TAAR1 antag 109*, CHRM1 agonist 102*, OXTR potentiator -10, CHO parental Ca 77*, M1 PAM parental -1, V1aR counter 225* and CHO-K1 Ca antag 36*.
Screening C=C(C)COc1ccc(-c2[nH]ncc2Oc2ccc(OC)cc2)c(O)c1 returned TAAR1 ag -2, M1 ag parental 1.4, TAAR1 antag 14, CHRM1 agonist -4, OXTR potentiator -5, CHO parental Ca -3, M1 PAM parental 6, V1aR counter 4.8 and CHO-K1 Ca antag -15.

Three records picked at random from those above:
CCCCN(C(=O)c1ccc2c(c1)OCO2)c1ccccc1 was read as TAAR1 ag 10, M1 ag parental 1.8, TAAR1 antag 6, CHRM1 agonist -8, OXTR potentiator -2, CHO parental Ca -15, M1 PAM parental 12, V1aR counter -1.1 and CHO-K1 Ca antag 2.
For Cc1nc([N+](=O)[O-])c(N2CCN(Cc3ccccc3)CC2)n1Cc1ccccc1 the results were TAAR1 ag 14, M1 ag parental 0.1, TAAR1 antag 1, CHRM1 agonist -6, OXTR potentiator -4, CHO parental Ca -3, M1 PAM parental 13, V1aR counter -1.2 and CHO-K1 Ca antag -2.
Cc1cccc(Sc2c([N+](=O)[O-])ncn2C)c1 was read as TAAR1 ag 11, M1 ag parental 0.6, TAAR1 antag -9, CHRM1 agonist -5, OXTR potentiator -1, CHO parental Ca -11, M1 PAM parental 8, V1aR counter -1.0 and CHO-K1 Ca antag -1.
